Assay outcomes deposited in PubChem BioAssay by National Center for Advancing Translational Sciences (NCATS).
RXFP1 antagonist – RXFP1 (human) relaxin receptor antagonism; activity change, negative = inhibition, % at 57.5 µM; HEK293-RXFP1, relaxin-stimulated cAMP HTRF, 30 min; hits give low values; 0.59% of 350,000 active; AID 1259400; Q9HBX9;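 active means activity change of -60% or lower, but not beyond a set lower limit; inconclusive means change between -60% and -40%, or beyond the set limit; inactive means change above -40%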; further: on the % scale 0 is the no-effect control and ±100 the full control effect
Vif-A3F inh – Vif-A3F binding inhibition; 0.2% of 390,000 active; HeLa A3F-eYFP + Vif (tagged APOBEC3F with the HIV-1 protein that degrades it), YFP fluorescence increase; AID 602313; Potency, µM (series often up to 46.1 µM), for inactives: top-dose activity, negative = active; further: potency means the concentration at half of the fitted maximal effect; % of control where 0% means no effect; nearly all actives have a fitted effect of over 65% in size
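HeLa cells stably expressing A3F-eYFP plus Vif, plated and incubated overnight at 37 deg C, then exposed to compounds overnight at 37 deg C. Blocked degradation read as raised yellow fluorescence (Ex 488/Em 500-530).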
Glioma ERSR ind – induces the endoplasmic reticulum stress response in human glioma cells; 0.02% of 420,000 active; AID 602332; U87-MG GRP78 promoter luciferase reporter, 16 h; Potency, µM, without a hit: at the top dose activation, usual class: activators; further: potency means the concentration at half of the fitted maximal effect; series mostly up to about 76 µM; % of control where 0% means no effect; nearly all actives have a fitted effect of over 35% in size
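Stably transfected U87-MG glioma cells carrying a GRP78-based luciferase sensor; 16 h compound incubation. Luminescence end-point read 10 min after Bright-Glo addition at room temperature.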
D1 ag – activates the human D1 dopamine receptor; HEK293 T-REx D1 cells, calcium flux, agonist mode; activation, % at 2 µM; 1% of 360,000 active; AID 504660; in the data active means activation above about 30%; further: 0% is about no effect
Target sequence (P21728 whole entry, looked up): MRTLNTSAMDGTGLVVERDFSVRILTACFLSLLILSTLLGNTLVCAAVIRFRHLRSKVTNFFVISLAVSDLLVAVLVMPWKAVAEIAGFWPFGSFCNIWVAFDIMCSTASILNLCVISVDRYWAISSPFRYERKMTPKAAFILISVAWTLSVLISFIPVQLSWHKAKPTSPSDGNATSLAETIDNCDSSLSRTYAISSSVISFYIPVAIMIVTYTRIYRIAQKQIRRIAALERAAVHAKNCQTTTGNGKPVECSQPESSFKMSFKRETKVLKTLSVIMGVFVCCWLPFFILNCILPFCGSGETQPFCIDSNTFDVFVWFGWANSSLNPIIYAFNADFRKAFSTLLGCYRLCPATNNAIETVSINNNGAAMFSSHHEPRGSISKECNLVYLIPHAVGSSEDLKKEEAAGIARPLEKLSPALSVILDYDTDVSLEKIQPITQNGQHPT
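Agonism was scored from calcium flux recorded over 180 s (1 read/s) after pintool compound addition, following a 10-cycle baseline. Cells were inducible force-coupled HEK293 TREx D1, plated overnight at 30 C and loaded with no-wash calcium dye.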
D1 PAM – enhances dopamine response at the human D1 receptor; P21728; HEK293 TREx D1 cells, calcium flux, dopamine EC20 potentiation; potentiation, % at 10 µM; 0.036% of 360,000 active; AID 504651; in the data active means potentiation above about 30%; further: 0% is about no effect
D2 potentiator – positively modulates the human D2 dopamine receptor allosterically. P14416. HEK293 T-REx D2, calcium flux, EC20 dopamine potentiation. potentiation, % at 10 µM. 0.34% of 340,000 active;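 active means potentiation over 3 SD above the plate norm, cut at about 30% in these data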; further: 0% is about no effect
Target sequence (P14416 whole entry, looked up): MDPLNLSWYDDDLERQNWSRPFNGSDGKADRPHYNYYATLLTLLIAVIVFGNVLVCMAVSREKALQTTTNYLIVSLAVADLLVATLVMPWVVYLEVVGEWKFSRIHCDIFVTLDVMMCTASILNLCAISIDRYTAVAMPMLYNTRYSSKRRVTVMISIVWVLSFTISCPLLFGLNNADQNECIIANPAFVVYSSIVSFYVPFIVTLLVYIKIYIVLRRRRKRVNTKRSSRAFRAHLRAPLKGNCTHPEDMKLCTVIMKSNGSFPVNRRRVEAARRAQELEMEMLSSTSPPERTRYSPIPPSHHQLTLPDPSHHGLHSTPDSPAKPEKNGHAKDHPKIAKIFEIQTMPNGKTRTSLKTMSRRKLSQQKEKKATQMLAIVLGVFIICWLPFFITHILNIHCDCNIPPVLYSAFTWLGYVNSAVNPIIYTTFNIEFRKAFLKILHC
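Cells plated with tetracycline inducer and held overnight at 30 C; calcium dye loaded 30–90 min at room temperature; baseline taken, compound added and read 180 s; EC20 dopamine then added and read 180 s.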
RXFP1 ag – activates the human relaxin receptor RXFP1; HEK293T-RXFP1 cAMP TR-FRET, 30 min; response scale: percent of porcine relaxin response, buffer zero; Potency, µM (top dose mostly 57.5 µM), inactives show at the highest dose activation, most hits filed as activators; 0.3% of 370,000 active; further: potency means the concentration at half of the fitted maximal effect; on the % scale 0 is the no-effect control and ±100 the full control effect; nearly all actives have a fitted effect of over 60% in size; many of its hits are not listed in these tables
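cAMP rise read by TR-FRET after 30 min, 37C compound exposure (up to 58 uM) in RXFP1-transfected HEK293 cells with Ro 20174 present. EC50 from Hill-equation fits, with 29 nM porcine relaxin as 100% and buffer as basal.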
Vif-A3G inh – blocks the Vif interaction with human APOBEC3G; 0.076% of 410,000 active; AID 602310; Q9HC16; Potency, µM (highest dose often 46.1 µM), inactives show top-dose activity, negative = active, most hits filed as inhibitors; HeLa A3G-eYFP + Vif (tagged APOBEC3G with the HIV-1 protein that degrades it), YFP fluorescence, overnight;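 further: potency means the concentration at half of the fitted maximal effect; on the % scale 0 is the no-effect control and ±100 the full control effect; nearly all actives have a fitted effect of over 60% in size; hits raise eYFP signal because A3G escapes Vif-driven loss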
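HeLa cells stably expressing Vif and C-terminally eYFP-tagged A3G, seeded overnight at 37 deg C, then exposed to compound by pintool overnight at 37 deg C. Rise in yellow fluorescence (Ex 488/Em 500-530, Acumen) marks blocked Vif-driven A3G degradation.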
D1 antagonist – blocks dopamine activation of the human D1 receptor; P21728; HEK293 TREx D1 cells, calcium flux, dopamine EC80; hits give low values; activity change, negative = inhibition, % at 10 µM; 3.2% of 360,000 active; AID 504652; in the data active means activity change below about -30%; further: on the % scale 0 is the no-effect control and ±100 the full control effect
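Using tetracycline-induced force-coupled D1 Hek293 cells and a calcium dye, signals were followed for 180 s after compound, then for 180 s after EC80 dopamine, to detect inhibitors.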
* hit, by the source's call; u = inconclusive; x = not tested or not shown. Unless noted, the call rests on the fitted dose curve; in most records, active means well fitted curve in the direction sought with a large enough effect; inconclusive means small, poorly fitted or top-dose-only effect, or another doubt; inactive means no such curve, though single readings can be large; an effect the other way counts as inactive or inconclusive. This is a subset; the hit share may differ from the screen's.

SMILES	RXFP1 antagonist	Vif-A3F inh	Glioma ERSR ind	D1 ag	D1 PAM	D2 potentiator	RXFP1 ag	Vif-A3G inh	D1 antagonist
Cc1ccc(Nc2n[nH]c(C)c2[N+](=O)[O-])cc1C	1.9	-0.4%	-0.7%	3.7	-0.1	4.6	-0.8%	-9.9%	-19.8
Cn1c(=O)n(C)c2cc(CNCc3ccccc3Cl)ccc21	5.9	-15.4%	0.0%	3.8	0.6	13.9	2.6%	1.2%	-7.3
CCC(=O)N1CCN(c2ccc(NC(=O)COc3ccc(CC)cc3)cc2)CC1	11.6	-5.7%	-6.9%	7.5	-6.3	1.4	-3.1%	-0.6%	20.0
O=C(Nc1nc(-c2cccnc2)cs1)c1ccccc1F	12.8	3.1%	12.4%	1.0	-1.6	3.0	1.2%	-7.6%	10.8
Cc1ccc(S(=O)(=O)N2CCOC23CCN(C(=O)c2cc(Cl)ccc2Cl)CC3)cc1	-19.1	8.4%	-4.0%	7.2	-8.7	11.5	-2.0%	0.7%	-25.5
O=C(c1ccc(Cl)c(F)c1F)N1CCOCC1	-3.4	-21.8%	1.4%	0.0	1.9	8.1	0.9%	1.3%	-1.0
CC1CCN(S(=O)(=O)c2ccc(C(=O)OC(C)C(=O)N(C)C3CCCCC3)cc2)CC1 (configuration not stated)	u	0.3%	-1.2%	-0.1	7.5	-11.6	-0.6%	-3.0%	6.0
COc1ccccc1C1CC(c2ccccc2)Nc2ncnn21 (configuration not stated)	2.1	-1.4%	-4.7%	0.2	-1.4	0.8	-0.8%	u	5.1
CCSc1nnc(NC(=O)CSc2nnc(Cc3cccn3C)n2CCc2ccccc2)s1	-0.2	0.7%	-3.5%	-2.3	2.9	6.2	0.5%	2.9%	25.1
CCCCN(C)C(=O)c1ccc2c(c1)S(=O)(=O)c1ccccc1C2=O	6.9	0.3%	-5.5%	2.2	-2.3	-2.0	1.7%	-0.1%	16.8
CN=Cc1nc(-c2ccccc2)oc1O	-14.5	2.8%	-0.4%	-2.3	-2.8	-4.6	-0.7%	1.3%	5.2
OCCN(CCO)c1ccc(C(c2ccccc2Cl)c2ccc(N(CCO)CCO)cc2Cl)c(Cl)c1	-60.5*	-2.6%	-2.6%	1.4	15.8	5.1	0.8%	-8.5%	7.8
Cc1cc(NS(=O)(=O)c2ccc(NC(=O)CSc3nc4sc(C)c(C)c4c(=O)[nH]3)cc2)no1	3.0	3.5%	-3.5%	2.8	-8.8	6.0	2.6%	1.9%	-9.6
Cc1noc(C)c1CSc1ccccc1C(=O)O	1.9	8.9%	-1.7%	0.3	-3.0	15.9	-0.2%	0.9%	6.2
Cc1cc(Nc2cccc(Cl)c2C)n2ncnc2n1	x	0.0%	-1.7%	-3.5	-3.4	5.3	1.5%	0.6%	16.5
COCCCn1c(=S)[nH]c2sc3c(c2c1=O)CCCS3	-2.4	-2.3%	-1.1%	1.0	3.1	5.3	15.8µM*	1.0%	-5.9
C/C(=C\C(=O)O)C(=O)Nc1nccs1	3.8	-2.5%	-3.4%	-0.4	-5.0	9.7	0.6%	-0.6%	-2.0
CCCCCCSc1ncc(C#N)c(N)n1	4.8	5.6%	-1.1%	20.4	-1.9	1.0	-0.8%	-0.3%	62.1
Cc1ccc(Nc2nc(-c3sc(NC(=O)c4ccccc4)nc3C)cs2)cc1	x	5.0%	-5.0%	3.5	2.2	-2.3	1.8%	-0.7%	1.3
Oc1c(Br)cc(/C=N/NC(=S)NCc2ccco2)cc1Br	-15.5	13.4%	0.7%	0.4	-1.9	12.0	-0.9%	-7.8%	-16.6

As entered above:
`OCCN(CCO)c1ccc(C(c2ccccc2Cl)c2ccc(N(CCO)CCO)cc2Cl)c(Cl)c1` in RXFP1 antagonist shows -60.5*
`Cc1noc(C)c1CSc1ccccc1C(=O)O` in RXFP1 ag shows -0.2%

Continuation.
SMILES	RXFP1 antagonist	Vif-A3F inh	Glioma ERSR ind	D1 ag	D1 PAM	D2 potentiator	RXFP1 ag	Vif-A3G inh	D1 antagonist
C=CCNC(=S)N1CCN(CCNC2=CC(=O)CC(C)(C)C2)CC1	-11.9	-12.4%	-2.5%	0.2	-0.5	-1.3	-1.5%	-1.8%	0.3
Cn1c(SCC(=O)NCCc2ccccc2)nnc1-c1ccncc1	-8.2	-3.3%	-8.7%	2.7	-3.5	-1.9	0.7%	1.6%	2.4
O=C(/C=C/c1ccccc1)OCC(=O)N1CCN(c2ccccc2)CC1	-2.3	-5.8%	-4.7%	-1.8	4.7	10.0	1.0%	-2.2%	-21.6
COCCNC(=O)c1cc(-c2ccccn2)nc2ccc(S(=O)(=O)N3CCC(C)CC3)cc12	16.2	5.9%	-4.3%	-0.5	1.0	0.1	-0.2%	1.7%	1.0
Cc1ccc(CN2CCN(Cc3ccccc3)C(CCO)C2)s1 (configuration not stated)	1.8	1.4%	-1.3%	2.8	-1.9	x	-0.3%	0.5%	2.1
O=C1CC(c2ccco2)Cc2nc(Nc3ccc(F)cc3)ncc21 (configuration not stated)	-17.7	-2.1%	-2.9%	1.5	-2.0	10.4	0.4%	-12.2%	-15.1
CCN(CC)C(=O)C(=O)N/N=C/c1ccc(C(=O)OC)cc1	11.9	2.5%	-2.6%	3.1	-1.8	2.3	-0.1%	-5.0%	-3.5
COc1ccc(/C=C(\C#N)C(=O)NCC(c2ccc(F)cc2)N2CCOCC2)cc1 (configuration not stated)	0.8	4.0%	-4.0%	1.1	-4.5	18.0	-1.0%	0.0%	-11.5
COc1ccc(S(=O)(=O)N(C)c2ccc(C(N)=O)cc2)cc1	-2.1	0.3%	-8.5%	0.3	1.4	-1.4	1.3%	0.6%	x
COc1ccc(NC(=O)CCCS(=O)(=O)c2nc(-c3ccc(OC)c(OC)c3)cc(C(F)(F)F)n2)cc1OC	-2.0	1.0%	-10.7%	0.2	-6.0	6.6	4.3%	u	-11.6
CC(C)(C)OC(=O)CNC(=O)c1nc[nH]c1C(=O)NCC(=O)OC(C)(C)C	x	0.8%	-1.0%	0.3	0.1	-1.5	0.0%	-5.2%	11.6
COc1ccc(-c2nsc(NC(=O)c3cccc(OC)c3)n2)cc1	-20.6	-10.1%	5.2%	-1.6	5.7	-2.2	0.4%	2.7%	13.3
O=C(NCc1ccc2c(c1)OCO2)C1Cc2ccccc2CN1C(=O)c1ccco1 (configuration not stated)	-13.1	-11.6%	6.7%	0.2	-1.3	-5.0	1.7%	0.2%	13.3
O=C(CSc1cccc[n+]1[O-])c1cc2ccccc2o1	-30.4	-22.8%	u	0.6	-5.5	14.3	-1.1%	-7.1%	15.0
NS(=O)(=O)c1ccc(-n2nncc2C23CC4CC(CC(C4)C2)C3)cc1	-14.6	0.0%	-2.7%	0.9	-2.2	-4.8	-0.2%	2.3%	-90.8*
O=C(OCC(=O)N1CCN(C(=O)c2ccco2)CC1)c1cc(-c2ccccc2)nc2ccccc12	-14.7	0.2%	-2.2%	2.3	-3.5	22.0	-0.9%	-11.7%	2.6
Cc1cc(C)c(S(C)(=O)=O)c(Sc2ccc(Cl)cc2)n1	4.0	-11.2%	3.0%	3.0	6.2	2.5	1.3%	-4.2%	-12.6
Cc1ccc(-c2csc(=Nc3ccccc3)n2Cc2ccc3c(c2)OCO3)cc1C	x	-1.9%	0.0%	-0.1	3.6	-3.6	2.0%	1.3%	21.0
O=C(NCc1ccc(F)cc1)c1ccc(S(=O)(=O)Nc2cccc(C(F)(F)F)c2)cc1	6.7	-17.0%	-4.5%	0.6	-2.9	11.5	3.0%	-8.2%	4.4
CCOc1cc(CN2CCN(c3cccc(C(F)(F)F)c3)CC2)ccc1O	-10.9	-18.8%	-1.3%	5.9	-4.4	-29.5	2.8%	-3.9%	-7.6
N#CC1=C(N)Oc2n[nH]c(-c3ccccc3)c2C1c1ccsc1 (configuration not stated)	-32.7	x	0.4%	-1.0	1.2	12.6	0.6%	-6.8%	-10.4
CCN(Cc1ccccc1)S(=O)(=O)c1cc(C(=O)c2c(N)n(C)c(=O)n(C)c2=O)ccc1OC	6.1	0.9%	-5.1%	1.0	1.8	-2.8	0.7%	-8.1%	0.4
CSc1c(-c2ccccc2)nc2ccccc2c1C(=O)O	9.9	-1.9%	0.1%	-0.7	-2.4	-7.4	0.1%	0.6%	0.7
Cc1[nH]c2ccccc2c1/C=N/Nc1nc(Nc2ccccc2)nc(N2CCOCC2)n1	-2.6	-0.1%	-5.5%	0.0	-1.6	-2.3	-3.0%	-9.7%	-5.0
O=C(CN1C(=O)/C(=C\c2ccc(F)cc2)Oc2ccccc21)N1CCN(c2ccccn2)CC1	0.0	u	-2.2%	2.6	-7.8	-0.8	1.6%	0.8%	3.2
O=C(NCc1ccccn1)C(F)(F)C(F)(F)C(=O)NCc1ccccn1	-1.9	7.9%	0.9%	-0.9	-2.9	-3.4	2.3%	-7.6%	4.6
O=C1CN(C(=O)/C=C/c2ccccc2)CCN1	0.7	-9.2%	-2.8%	2.8	-4.0	0.2	0.2%	1.8%	-9.2
O=C(CNc1cccc2ccccc12)N/N=C/C(Br)=C/c1ccccc1	-26.4	-6.3%	-3.1%	1.0	-1.5	-3.7	2.4%	u	-3.1
O=C(COC(=O)C1CCC1)Nc1ccc(OC(F)F)cc1	8.8	-1.9%	-2.7%	0.9	0.9	11.0	0.0%	-2.7%	0.9
CCN1C(=O)CS/C1=N\S(=O)(=O)c1ccccc1	-19.7	-8.6%	-2.2%	5.3	2.5	1.4	-2.0%	5.4%	-0.6
COCCNC(=O)c1cccc(OC2CCN(Cc3ccc(OC(F)F)cc3)CC2)c1	5.3	-1.4%	0.8%	2.5	-10.2	-0.8	0.2%	0.3%	-8.8
O=S1(=O)CCN(CCCCc2ccccc2)CC1	1.2	5.6%	-0.5%	x	x	x	x	4.0%	x
CCC(Cc1ccccc1)NC(=O)c1cccc(Nc2nc3ccccc3nc2-n2nc(C)cc2C)c1 (configuration not stated)	-11.5	2.9%	-4.2%	2.4	-0.8	-0.8	6.0%	-4.1%	-2.1
